Screening data as filed in PubChem.
TDP2 absorb: TDP2 (human) inhibition, absorbance primary screen; O95551; recombinant TDP2, T5PNP hydrolysis, p-nitrophenol absorbance 415 nm; inhibition, % at 12.8 µM; hit rate 0.34% among 370,000; AID 720702;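 active = inhibition above the mean of all tested compounds plus 3 SD, set per campaign, cut at about 25% in these data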;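 also: 0% = DMSO with enzyme and 100% = buffer with substrate but no TDP2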
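System – recombinant human TDP2 · Amount – 120 nM TDP2 per well · Buffer or medium – Mg2+-containing Tris-HCl buffer, pH 7.5 · Reagent – T5PNP substrate, 5 mM · Dosing – 12.8 µM single point, 1% DMSO · Incubation – 2 h at 37 °C · Measured by – epi absorbance · Read-out basis – percent inhibition · Benchmarks – high control without enzyme, low control DMSO plus TDP2 · Repeats – singlicate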
mABHD4 FP: inhibitors of mouse ABHD4; Q8VD66; purified mABHD4, FP-Rh probe fluorescence polarization; inhibition, % at 8.92 µM; hit rate 0.54% among 370,000; AID 720543;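 active = inhibition exceeding the mean over every tested compound plus 3 SD, cut at about 30% in these data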;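 also: 0% = plate median of compound wells and 100% = S159A mutant with DMSO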
Target sequence (Q8VD66 whole entry, looked up): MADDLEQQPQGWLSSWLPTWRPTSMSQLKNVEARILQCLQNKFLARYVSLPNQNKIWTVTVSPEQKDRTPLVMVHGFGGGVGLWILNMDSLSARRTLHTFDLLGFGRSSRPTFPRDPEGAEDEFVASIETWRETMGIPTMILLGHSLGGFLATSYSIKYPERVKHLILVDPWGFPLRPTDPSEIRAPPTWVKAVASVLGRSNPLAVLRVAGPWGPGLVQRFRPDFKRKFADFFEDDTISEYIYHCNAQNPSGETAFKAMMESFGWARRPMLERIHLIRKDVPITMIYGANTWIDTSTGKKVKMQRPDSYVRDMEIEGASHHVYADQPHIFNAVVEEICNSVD
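Doses – 8.92 µM, single dose · Material – wild-type mouse ABHD4 protein · Replication – single well per compound (singlicate) · Measure – percent inhibition of probe binding, normalized to plate controls · Schedule – 45 min compound pre-incubation plus 60 min probe step, 25 °C · Detection – fluorescence polarization with parallel and perpendicular emission, 525/598 nm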
SIAE inh: human SIAE inhibition, primary screen. Q9HAT2. SIAE FP-Rh probe binding, fluorescence polarization. inhibition, % at 9.66 µM. hit rate 0.69% among 370,000. AID 1053197;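 active = inhibition above a cutoff: mean of compounds within the control limits plus 3 SD of those, cut at about 17% in these data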;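 also: 0% = plate median of compound wells and 100% = probe without SIAE protein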
GC-B act: GC-B (human) receptor activation | activation, % at 10 µM | AID 1920062 | P20594 | HEK293-GC-B cells, CNP EC30, cGMP TR-FRET; 0% at EC30 CNP, 100% saturating CNP | hit rate 0.11% among 370,000;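 active = activation at 10 µM reaching about 35% in either raw or pattern-adjusted values, limit read from the data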
TCR-CD3 inh: inhibitors of human TCR-CD3 interaction; TAMRA-labeled TCR probe fluorescence, biochemical; inhibition, % at 9.4 µM; hit rate 0.37% among 360,000; AID 651800; in the data active = inhibition above about 19%;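 also: recombinant mutant TCR 2C K166C tagged with TAMRA read by polarization; 0% = receptor in buffer alone and 100% = receptor with positive control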
MBD2 inh: inhibitors of human MBD2 binding to methylated oligonucleotide. hit rate 0.31% among 370,000. inhibition, % at 4.4 µM. TR-FRET. Q9UBB5; in the data active = inhibition above about 13%
Target sequence (Q9UBB5 whole entry, looked up): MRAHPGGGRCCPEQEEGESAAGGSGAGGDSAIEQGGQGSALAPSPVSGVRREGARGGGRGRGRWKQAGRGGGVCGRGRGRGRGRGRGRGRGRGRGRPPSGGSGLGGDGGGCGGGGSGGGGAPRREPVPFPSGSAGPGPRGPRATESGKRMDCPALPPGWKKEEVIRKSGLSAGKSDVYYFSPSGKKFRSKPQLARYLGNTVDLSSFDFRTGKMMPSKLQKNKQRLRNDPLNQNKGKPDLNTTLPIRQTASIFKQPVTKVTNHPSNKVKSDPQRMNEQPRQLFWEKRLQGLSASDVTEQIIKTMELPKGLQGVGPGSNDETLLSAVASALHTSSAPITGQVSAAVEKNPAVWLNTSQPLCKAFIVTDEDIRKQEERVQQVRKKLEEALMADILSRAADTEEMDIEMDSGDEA
LEDGF integ inh: blocks HIV-1 LEDGF/p75-dependent DNA integration. TR-FRET IN-LEDGF/p75 DNA integration, Eu/Cy5. hit rate 0.64% among 370,000. AID 743269. inhibition, % at 3.7 µM;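 active = inhibition above the screen-wide mean plus 3 SD, cut at about 13% in these data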;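 also: signal is the Cy5 over europium emission ratio at 671 and 618 nm; 0% = plate median of compound wells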
rCAG RNA binder: molecules binding r(CAG) RNA repeats | AID 651821 | inhibition, % at 3 µM | r(CAG) RNA repeat, TO-PRO-1 dye displacement fluorescence | hit rate 1.3% among 370,000;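 active = inhibition above the plate cutoff, the mean of all test compounds on that plate plus 3 SD, cut at about 35% in these data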;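 also: 0% = DMSO alone and 100% = 100 µM mitoxantrone as full dye displacement; higher means more dye released from RNA so lower well fluorescence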
PRMT1 FP inh: PRMT1 (human) inhibition, primary screen | Q99873 | recombinant PRMT1, activity-based probe fluorescence polarization | inhibition, % at 2.79 µM | hit rate 1.3% among 370,000 | AID 652257;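 active = inhibition above about 21% made by adding two undisclosed values, limit read from the data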
HTRA1 inhibitor: blocks human HTRA1 serine peptidase; recombinant HTRA1, FP-rhodamine activity-based probe, fluorescence polarization; inhibition, % at 5.96 µM; hit rate 0.5% among 340,000; AID 504803; in the data active = inhibition above about 36%;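 also: 0% = enzyme with DMSO and 100% = wells lacking enzyme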
* hit, by the source's call; x = not tested or not shown; & = joins results of further samples.

SMILES | TDP2 absorb | mABHD4 FP | SIAE inh | GC-B act | TCR-CD3 inh | MBD2 inh | LEDGF integ inh | rCAG RNA binder | PRMT1 FP inh | HTRA1 inhibitor
Cc1cccc(NC(=O)CN2CCCN(S(=O)(=O)c3ccc(Br)s3)CC2)c1 | -1 | -5 | 4 | -7 | 5 | 1 | 0 | -5 | -1 | -24
Cc1ccccc1-n1c(Cn2c(=O)sc3ccccc32)nnc1SC(C)C | -1 | 6 | -8 | -1 | -3 | -1 | 1 | -1 | 0 | 4
CCC(=O)N/N=C(\C)CC(=O)Nc1ccc(F)cc1 | 0 | 0 | 4 | 3 | -8 | 4 | -2 | -3 | 3 | -1
CC1CCCCN1S(=O)(=O)c1ccc(NC(=O)CSc2nnnn2C)cc1 (stereo not given) | -2 | -3 | 5 | 6 | 2 | -2 | 1 | 1 | 2 | -6
CC(=O)c1ccc(OCC(C)C)c(CC(C(N)=O)C(N)=O)c1 | -15 | 0 | 1 | -5 | -2 | -3 | 5 | 1 | -4 | 1
CCOC(=O)N1CCC(Nc2c(Nc3ccc(C)c(C)c3)c(=O)c2=O)CC1 | -9 | 1 | 2 | 0 | 3 | 1 | 4 | 3 | 2 | -8
CCOc1cc(C(=S)N2CCOCC2)ccc1OC | 13 | 2 | 4 | -1 | 0 | 1 | -2 | -1 | 3 | -5
Cn1c(SCc2ccc(F)cc2)nnc1-c1ccccn1 | 8 | 1 | 0 | 0 | 1 | -3 | 4 | 0 | 0 | -3
C(=N\n1cnnc1)/c1cn(Cc2ccccc2)c2ccccc12 | -5 | -12 | -1 | -12 | 0 | 1 | 6 | 0 | 1 | -15
O=C(Cn1cnc2ccccc2c1=O)NCCC(=O)N1CCN(Cc2ccccc2)CC1 | 7 | -5 | -3 | 3 | -1 | 3 | -2 | -5 | 2 | 4
CN(C(=S)Nc1ccccc1F)C1(c2ccccc2Cl)CCCCC1=O (stereo not given) | -3 | 3 | -3 | -5 | -2 | -2 | -1 | -3 | -3 | 0
O=C(Cn1sc2ccccc2c1=O)Nc1ccc(Cl)cc1 | -2 | 11 | 5 | 10 | -5 | 1 | -3 | 5 | 90* | -12
COc1cc([N+](=O)[O-])cc2cc(C(=O)NC(C)(C)C)c(=O)oc12 | 4 | 5 | 5 | -4 | 5 | -1 | 1 | -3 | -1 | 1
CCCCN1CCNC[C@@H]1c1ccccc1 | -13 | 2 | -3 | -5 | -9 | 0 | 1 | 4 | -3 | -2
CCCCN(C)CCCNC(=O)C1CCC(CNS(=O)(=O)c2c(C)cc(C)cc2C)CC1 (stereo not given) | -4 | 2 | 2 | 9 | 8 | -4 | 1 | -10 | -3 | -27
CCN(CC)C(=O)Cn1cc(C(=O)C(=O)Nc2ccc3c(c2)OCCO3)c2ccccc21 | -6 | -13 | -13 | 8 | 1 | -7 | 2 | 3 | -4 | -8
Brc1ccc(-c2cn3c(n2)SCC3)cc1 | 2 | -1 | 2 | -5 | -4 | -4 | -2 | -1 | 1 | 4
C=CCOc1ccc(C2/C(=C(\O)c3ccc(F)cc3)C(=O)C(=O)N2CCCN(C)C)cc1 (stereo not given) | -6 | 3 | -3 | -2 | -7 | 1 | -7 | 3 | 5 | -8
CCOC(=O)COn1c(=O)c(=O)n(O)c2ccccc21 | 10 | -3 | 3 | -2 | 2 | -2 | 0 | 4 | 1 | 9
CCn1c(SCC(=O)N2CCCCCC2)nc2c(c1=O)SCC2 | -27 | -7 | -9 | 1 | -1 | 0 | 3 | 4 | 3 | -11
O=C(O)CC1S/C(=N/N=C/C=C/c2ccccc2)NC1=O (stereo not given) | -1&2 | 6&-6 | 3&-1 | 0&0 | 0&-4 | -2&-2 | -3&-1 | 4&3 | -3&0 | -5&1
COc1ccc([C@@H]2C[C@@H](c3ccccc3)Oc3c(C)ccc(C(C)C)c32)cc1 | 5 | 0 | 1 | 2 | 4 | 0 | 1 | 0 | -2 | x
C[C@@H](C(=O)N1CCN(Cc2ccc3c(c2)OCO3)CC1)n1nnc2ccccc2c1=O | -20 | -5 | -2 | 2 | -5 | 6 | -4 | -4 | 8 | 2
NC(=O)NC(=O)CSc1cccc(C(F)(F)F)c1 | -3 | 5 | 10 | 0 | 10 | 1 | 1 | -1 | -2 | 2
Cc1nc2ccccc2c(=O)n1/N=C/c1ccccc1 | 7 | -5 | 5 | 1 | 9 | 1 | -1 | 0 | -2 | -4

Additional compounds
SMILES | TDP2 absorb | mABHD4 FP | SIAE inh | GC-B act | TCR-CD3 inh | MBD2 inh | LEDGF integ inh | rCAG RNA binder | PRMT1 FP inh | HTRA1 inhibitor
Cc1cc(C)c2c(c1)/C(=N/NS(=O)(=O)c1ccccc1)CCC2 | -14 | -8 | -3 | 6 | -7 | 1 | 1 | 10 | 11 | -7
N/C(Cc1ccc(Cl)cc1Cl)=N\OC(=O)c1cccs1 | 1 | -1 | -1 | -4 | 2 | 6 | 0 | -4 | -2 | -22
O=C(Nc1nc2ccc(S(=O)(=O)N3CCCCC3)cc2s1)c1cccnc1 | -11 | -8 | -22 | -3 | 3 | 0 | 4 | 20 | 8 | -11
CC(C)(C)S(=O)(=O)c1cnc(-c2cnccn2)nc1N | 4 | 4 | 0 | 5 | -7 | 4 | -1 | -1 | 2 | x
CSc1ccc(/C=N/N2CCN(Cc3ccc(C)cc3C)CC2)cc1 | 2 | -13 | 2 | -1 | 10 | -7 | 3 | -1 | -3 | -1
COc1cccc(C2=NOC(C(=O)Nc3ccc(C(C)=O)cc3)C2)c1 (stereo not given) | 9 | 1 | -1 | 0 | 5 | 0 | 0 | 3 | -1 | -4
CC(NC(=O)COc1ccccc1)C(c1ccccc1)N1CCN(C)CC1 (stereo not given) | -7 | -3 | 3 | -4 | 14 | 2 | 1 | -7 | 5 | -1
O=C(CSc1nnc2ccccn12)Nc1ccccc1C(=O)O | -1 | 8 | -8 | -2 | -7 | 5 | 0 | 3 | 3 | -2
Cc1ccc(CNc2nc3ccccc3n2C)o1 | 5 | 3 | -1 | -3 | 1 | -2 | -2 | 0 | -3 | 2
CC1CCc2sc(C(=O)NCC(C)(C)N3CCOCC3)cc2C1 (stereo not given) | 15 | 2 | 2 | -1 | -6 | -1 | -1 | -1 | 0 | -3
CN(c1cccc(NC(=O)c2cccc([N+](=O)[O-])c2)c1)S(C)(=O)=O | -6 | -3 | -1 | 2 | -5 | 6 | -7 | -3 | 1 | -8
CC1(C)CC(=O)C(CS(=O)(=O)c2ccccc2)=C(O)C1 | -3 | -1 | 1 | 1 | 0 | -5 | 2 | 1 | 27* | -3
COc1ccc(-c2ccc([C@H]3[C@H]4C=CC[C@@H](C)[C@@H]4C(=O)N3Cc3ccccc3)c(F)c2)cc1OC | -1 | -9 | 3 | -20 | 4 | 4 | -1 | 0 | -1 | -89
CN(C)C1=NCCN1CC1CCCCCC1 | -10 | -6 | -3 | 1 | -1 | 0 | 3 | 4 | 1 | 1
Cc1nc(S(=O)(=O)Nc2ccccc2C(=O)NCC2CC2)cn1C | -3 | 4 | 0 | 6 | -1 | 0 | 1 | -2 | 0 | -2
COc1ccc(Nc2nc(N)nc(CN3CCC(C)CC3)n2)cc1 | 2 | 0 | -3 | 4 | 1 | 2 | 4 | -5 | -9 | 2
COc1ccc(C(=O)NCCNc2nc3c(C)cccc3cc2C#N)cc1OC | -1 | -7 | 0 | 7 | -5 | -1 | -1 | -4 | 4 | -2
CCCn1c(SCC(=O)NC2CCCC(C)C2C)n[nH]c1=O (stereo not given) | -1 | -1 | -4 | 7 | -2 | 6 | -1 | -3 | -2 | -3
C[C@@H]1CN([C@@H](C)CO)C(=O)CCCn2nncc2CO[C@H]1CN(C)S(=O)(=O)c1ccc(C#N)cc1 | -3 | 2 | 5 | 1 | 1 | 0 | -2 | 4 | 5 | 6
Cn1c(NCC(O)c2ccccc2)nc2c1c(=O)n(Cc1ccc(Cl)c(Cl)c1)c(=O)n2C (stereo not given) | -7 | 1 | 0 | 20 | -8 | 4 | 1 | 1 | 1 | 6
Cc1ccc(-c2nnc(NCc3nc4ccccc4[nH]3)c3ccccc23)cc1S(=O)(=O)N1CCCCC1 | -2 | -17 | -44 | 5 | 5 | 2 | 4 | 16 | 1 | -64
CCCC[C@@H]1CNC(=O)C(=O)N1CCc1cc(C(F)(F)F)cc(C(F)(F)F)c1 | -5 | -3 | 2 | 2 | 3 | 1 | -1 | -5 | 1 | -3
O=C(Nc1ccc(F)cc1F)c1ccc2c(c1)OCCO2 | -1 | 4 | -5 | -3 | -6 | 2 | -1 | -1 | 5 | 5
C=CCn1c(N)c(S(=O)(=O)c2cccs2)c2nc3ccccc3nc21 | 2 | -6 | 1 | -11 | -11 | 3 | 3 | 3 | 5 | -14
CCCCn1cnc2c(SCc3ccccn3)nc(N)nc21 | 5 | -5 | -3 | 3 | 3 | -3 | -2 | 1 | 2 | -2

Copied from the results shown (11 entries):
SMILES | TDP2 absorb | mABHD4 FP | SIAE inh | GC-B act | TCR-CD3 inh | MBD2 inh | LEDGF integ inh | rCAG RNA binder | PRMT1 FP inh | HTRA1 inhibitor
Cc1nc(S(=O)(=O)Nc2ccccc2C(=O)NCC2CC2)cn1C | -3 | 4 | 0 | 6 | -1 | 0 | 1 | -2 | 0 | -2
COc1ccc(Nc2nc(N)nc(CN3CCC(C)CC3)n2)cc1 | 2 | 0 | -3 | 4 | 1 | 2 | 4 | -5 | -9 | 2
COc1ccc(C(=O)NCCNc2nc3c(C)cccc3cc2C#N)cc1OC | -1 | -7 | 0 | 7 | -5 | -1 | -1 | -4 | 4 | -2
CCCn1c(SCC(=O)NC2CCCC(C)C2C)n[nH]c1=O (stereo not given) | -1 | -1 | -4 | 7 | -2 | 6 | -1 | -3 | -2 | -3
C[C@@H]1CN([C@@H](C)CO)C(=O)CCCn2nncc2CO[C@H]1CN(C)S(=O)(=O)c1ccc(C#N)cc1 | -3 | 2 | 5 | 1 | 1 | 0 | -2 | 4 | 5 | 6
Cn1c(NCC(O)c2ccccc2)nc2c1c(=O)n(Cc1ccc(Cl)c(Cl)c1)c(=O)n2C (stereo not given) | -7 | 1 | 0 | 20 | -8 | 4 | 1 | 1 | 1 | 6
Cc1ccc(-c2nnc(NCc3nc4ccccc4[nH]3)c3ccccc23)cc1S(=O)(=O)N1CCCCC1 | -2 | -17 | -44 | 5 | 5 | 2 | 4 | 16 | 1 | -64
CCCC[C@@H]1CNC(=O)C(=O)N1CCc1cc(C(F)(F)F)cc(C(F)(F)F)c1 | -5 | -3 | 2 | 2 | 3 | 1 | -1 | -5 | 1 | -3
O=C(Nc1ccc(F)cc1F)c1ccc2c(c1)OCCO2 | -1 | 4 | -5 | -3 | -6 | 2 | -1 | -1 | 5 | 5
C=CCn1c(N)c(S(=O)(=O)c2cccs2)c2nc3ccccc3nc21 | 2 | -6 | 1 | -11 | -11 | 3 | 3 | 3 | 5 | -14
CCCCn1cnc2c(SCc3ccccn3)nc(N)nc21 | 5 | -5 | -3 | 3 | 3 | -3 | -2 | 1 | 2 | -2

Not all compounds are listed (hit frequency here may not be typical).
